All columns: NCI-60 one-dose screen, growth in % after 48 h at 10 µM unless noted; 100 = growth as untreated, 0 = no growth, -100 = all killed.
RPMI-8226: RPMI-8226 leukemia cells. hit rate 7.5% among 77,000
MOLT-4: MOLT-4 leukemia cells. hit rate 6.9% among 80,000
K-562: K-562 leukemia | AID 1794777 | hit rate 7.4% among 78,000
MDA-MB-231: MDA-MB-231 breast cancer. hit rate 5% among 81,000. AID 1794789
SR: SR leukemia cells. hit rate 8.7% among 73,000
MCF7: MCF7 breast cancer | hit rate 6.3% among 82,000
CCRF-CEM: CCRF-CEM leukemia; hit rate 7% among 77,000; AID 1794778
MDA-MB-468: MDA-MB-468 breast cancer; hit rate 8.5% among 78,000
The depositor's hits bear a star; · = no result given; & = joins results of further samples. The calls were made as follows: active = growth percent below 10; inactive = the rest.

SMILES	RPMI-8226	MOLT-4	K-562	MDA-MB-231	SR	MCF7	CCRF-CEM	MDA-MB-468
NS(=O)(=O)c1ccc(-n2nc(C(=O)N/N=C\c3ccc(F)cc3)cc2-c2ccc(Cl)cc2)cc1	104	89	88	74	·	81	103	112
Cc1ccc(Nc2cc(N)ncn2)cc1	89	108	89	112	100	105	94	102
CC(C)(C)OC(=O)NCc1ccc(CNc2c([N+](=O)[O-])cnc3ccc(Br)cc23)cc1	39	31	26	55	31	50	53	38
Nc1cc(C(=O)O)cc(N2C(=O)/C(=C\c3ccc(-c4ccc(Cl)cc4)o3)SC2=S)c1	102	110	103	90	101	99	91	·
CNc1nc2ncncc2[nH]1	97	85	102	108	106	96	74	109
O=c1[nH]c(=S)[nH]cc1Cc1ccc(Cl)cc1	98	87	·	89	92	93	94	111
O=[N+]([O-])c1ccc(OP(=O)(O)O)cc1	100	116	108	100	106	97	98	108
COc1cccc(C(N)=O)c1	100	103	94	97	118	98	103	111
CC1=C(O)CCC(C)(C)\C1=C/C=C(C)/C=C/C=C(\C)C[C@H]([C@@H](C/C(C)=C/C=C/C(C)=C/C=C1/C(C)=C(O)CCC1(C)C)S(=O)(=O)O)S(=O)(=O)O	112	99	95	109	100	108	109	96
COc1nc2c(c(=O)n1C)CN(C1CCCCC1)C(=O)C(C)N2 (configuration not stated)	84	100	109	101	117	103	94	116
Cn1c(O)c(/C=C2\C=Nc3ccccc32)s/c1=N/c1nccs1	35	45	69	79	55	61	69	70
CC(=O)OCC1OC(OC(C)=O)C(NC(=O)NS(=O)(=O)c2ccc(CCNC(=O)c3cccc(Cl)c3)cc2)C(OC(C)=O)C1OC(C)=O (configuration not stated)	102	102	94	102	104	91	99	105
O=[N+]([O-])c1ccc2c(c1)COCO2	127	117	117	112	125	98	106	101
CCOC(=O)C(O)c1ccc(OCc2ccccc2)cc1 (configuration not stated)	109	57	96	99	98	95	87	101
CCc1ccccc1-n1c(-c2ccc(OC)cc2)cc(-c2ccc(OC)cc2)c(C#N)c1=O	105	133	108	62	98	93	127	97
CC(=O)N(Cn1c(=O)[nH]c2ccccc2c1=O)c1nc2ccccc2c(=O)o1	79	·	·	94	·	92	75	78
CC(CCO)CC(C)(C)C (configuration not stated)	97	93	98	115	88	92	91	106
CNC(=O)c1cc(N2CCc3cc(NC(=O)Nc4ccc(Cl)c(Cl)c4)ccc32)ccn1	57	68	78	91	64	63	87	84
Nc1nc(=O)n(C2CCCCO2)cc1Br (configuration not stated)	98	101	107	111	97	91	92	106
CC1=CC(=O)C2(C)C(C)=C(C)C12C (configuration not stated)	97	108	113	78	97	101	97	98
CN(C[C@H]1Cc2c(cccc2N2CCN3CCC[C@@H]3C2)CN1)[C@H]1CCCc2cccnc21	62	63	25	61	23	44	34	67
Nc1nc(Cc2ccccc2)cc(-c2cc(Cc3ccccc3)nc(N)n2)n1	114	115	102	·	·	99	96	100
COCCn1cc(-c2nc(-c3cc4cccnc4n3C)cs2)c2ccccc21	56	27	20	37	10	6.6*	46	-16*
O=C(O)C[C@H](O)C[C@H](O)/C=C/c1c(C2CC2)nc2ccccc2c1-c1ccc(F)cc1	·	110	·	-48*	12	96	·	75
CC1CCCC(=O)O1 (configuration not stated)	95&97	106&99	108&104	111&103	104	101&96	111	97&97
COc1ccc(NC2=NC(C)(CO)CS2)cc1 (configuration not stated)	84	97	99	97	126	89	90	108
COc1cc(/C=C/c2cc(/C=C/c3ccc(O)c(OC)c3)n(-c3c(C)cccc3C)c(=O)n2)ccc1O	-27*	6.6*	5.5*	23	0.1*	1.7*	7.0*	-16*
O=C(N/N=C/[C@H](O)[C@@H](O)[C@@H](O)[C@H](O)CO)c1ccc(NC(=O)c2cccnc2)cc1	·	114	110	100	103	95	103	105
CCC(=O)Nc1ccc(Cl)cc1	107	110	103	100	104	99	94	101
O=C1NC(=O)C2(Cc3cccc4cccc2c34)N1 (configuration not stated)	97	·	·	114	·	103	·	104

The final 2 entries of the section before come first, to join the parts.
SMILES	RPMI-8226	MOLT-4	K-562	MDA-MB-231	SR	MCF7	CCRF-CEM	MDA-MB-468
CCC(=O)Nc1ccc(Cl)cc1	107	110	103	100	104	99	94	101
O=C1NC(=O)C2(Cc3cccc4cccc2c34)N1 (configuration not stated)	97	·	·	114	·	103	·	104
COc1ccc(C(=O)NC(=O)Nc2cc3c(cc2F)/C(=C/c2[nH]c(C)c(CCC(=O)O)c2C)C(=O)N3)c(F)c1	-2.1*	34	46	62	27	42	7.6*	50
O=C(OCC(O)(CO)C(=O)NC12CC3CC(CC(C3)C1)C2)c1ccc(Cl)cc1 (configuration not stated)	105	84	91	101	86	92	88	100
CCOP(=O)(CCCc1cc(OC)c2c(c1OC)OCO2)OCC	126	101	105	105	113	97	·	95
S=C(c1ccccc1)N1CCN(c2ccccc2Cl)CC1	100	96	103	101	·	100	102	143
O=C(NN1C(=O)CSC1c1ccc(Br)cc1)c1ccc(NC(=O)c2ccccn2)cc1 (configuration not stated)	75	70	79	90	63	86	94	92
CCN(CC)CCCC(C)Nc1ncnc2cc(Cl)ccc12 (configuration not stated)	108	110	102	101	100	92	·	91
Cc1cccc(-c2nc(N(C)c3ccc4ncsc4c3)c3ccccc3n2)n1	50	76	22	64	17	45	·	51
COc1ccc(Nc2nc(N)nc3c(=O)[nH]ccc23)cc1	97	98	69	110	·	80	84	118
O=C(C[n+]1ccccc1)c1ccc(Cl)cc1	103	97	116	108	102	97	101	109
C[N+]1(C)CCN(CC(O)(c2ccccc2)C2CCCCC2)CC1 (configuration not stated)	96	112	108	98	106	96	67	87
O=[P@@]1(c2ccccc2)O[C@H](COCc2ccccc2)[C@@H](OCc2ccccc2)[C@H](OCc2ccccc2)[C@H]1NCc1ccccc1	6.0*	0.3*	6.6*	14	-2.7*	9.6*	16	14
C=CC(O)CCC (configuration not stated)	103	110	104	106	92	95	98	109
S=c1[nH]nc(-c2cc3ccc2CCc2ccc(cc2)CC3)n1C1CC1	106	105	98	100	109	91	104	106
O=C1CN2Cc3c(ccc(Cl)c3Cl)N=C2N1	107	90	88	93	88	96	97	104
CC[C@H](C(=O)N1CCNC2=C(C(=O)N(C)C2(C)C)C1c1ccc(Cl)c(Cl)c1)c1ccccc1 (some centres not stated)	88	82	79	92	95	92	89	80
C=CCOc1ccccc1[C@@H](C(=O)Nc1cccc([N+](=O)[O-])c1)N(C(=O)CCc1c[nH]c2ccccc12)c1ccc(C)cc1	73	87	85	84	82	91	66	91
CCOC(=O)SC(=S)OCC	93	108	101	98	·	90	99	120
CCCCCCCCCC(=O)CCCCCCCCC	106	102	106	108	99	97	98	104
Cc1ncc(-c2ccc(Cl)s2)c(NC2CCCCCC2)n1	83	93	97	102	104	89	98	101
CCn1cc(C(=O)O)c(=O)c2cc(F)c(N3CCN(C(=O)CCBr)CC3)cc21	98	89	95	104	96	101	91	101
CCOc1ccc(S(=O)(=O)N2CCCCC2)cc1	100	92	106	124	97	105	107	108
Nc1nnc(C(=O)c2cnc3n(c2=O)CCCCC3)s1	·	97	92	90	107	99	128	90
Nc1ccc(-c2ccc(N)cc2S(=O)(=O)O)c(S(=O)(=O)O)c1	103	87	111	96	102	95	108	108
CNc1c(NC)n(C)c(=O)n(C)c1=O	·	137	·	123	108	95	92	138
Cc1cc(Nc2ccc(Cl)cc2)nc(NCCCNc2ccnc3cc(Cl)ccc23)n1	-60*	-48*	-54*	-88*	·	-100*	-23*	·
N#Cc1c(N2CCOCC2)nc(=S)[nH]c1-c1ccco1	43	65	88	61	18	27	50	·
N=c1c2c(-c3ccccc3)c(-c3ccccc3)oc2ncn1N1C(=O)CCC1=O	92	104	99	97	91	92	98	·
O=C(Nc1nn(-c2ccc(Cl)cc2Cl)nc1-c1ccccc1)c1ccccc1	76	83	92	98	46	105	96	·
Cc1nnc(/N=C2\NC(=O)/C(=C/c3ccc(Cl)cc3Cl)S2)s1	93	91	85	99	88	76	94	109
O=C(NOC1OC(CO)C(O)C(O)C1O)Nc1ccccc1 (configuration not stated)	87	80	69	99	75	88	91	·

Twelve consecutive compounds out of the list so far:
SMILES	RPMI-8226	MOLT-4	K-562	MDA-MB-231	SR	MCF7	CCRF-CEM	MDA-MB-468
C=CCOc1ccccc1[C@@H](C(=O)Nc1cccc([N+](=O)[O-])c1)N(C(=O)CCc1c[nH]c2ccccc12)c1ccc(C)cc1	73	87	85	84	82	91	66	91
CCOC(=O)SC(=S)OCC	93	108	101	98	·	90	99	120
CCCCCCCCCC(=O)CCCCCCCCC	106	102	106	108	99	97	98	104
Cc1ncc(-c2ccc(Cl)s2)c(NC2CCCCCC2)n1	83	93	97	102	104	89	98	101
CCn1cc(C(=O)O)c(=O)c2cc(F)c(N3CCN(C(=O)CCBr)CC3)cc21	98	89	95	104	96	101	91	101
CCOc1ccc(S(=O)(=O)N2CCCCC2)cc1	100	92	106	124	97	105	107	108
Nc1nnc(C(=O)c2cnc3n(c2=O)CCCCC3)s1	·	97	92	90	107	99	128	90
Nc1ccc(-c2ccc(N)cc2S(=O)(=O)O)c(S(=O)(=O)O)c1	103	87	111	96	102	95	108	108
CNc1c(NC)n(C)c(=O)n(C)c1=O	·	137	·	123	108	95	92	138
Cc1cc(Nc2ccc(Cl)cc2)nc(NCCCNc2ccnc3cc(Cl)ccc23)n1	-60*	-48*	-54*	-88*	·	-100*	-23*	·
N#Cc1c(N2CCOCC2)nc(=S)[nH]c1-c1ccco1	43	65	88	61	18	27	50	·
N=c1c2c(-c3ccccc3)c(-c3ccccc3)oc2ncn1N1C(=O)CCC1=O	92	104	99	97	91	92	98	·

Additional records
SMILES	RPMI-8226	MOLT-4	K-562	MDA-MB-231	SR	MCF7	CCRF-CEM	MDA-MB-468
OCC[P+](c1ccccc1)(c1ccccc1)c1ccccc1	41	86	65	101	·	91	70	52
CCOC(=O)C(Cc1ccc(OC)c(OC)c1Br)(NC(C)=O)C(=O)OCC	116	109	125	96	109	97	121	90
COc1ccc(C2C(C#N)=C(N)Oc3cc(O)ccc32)cc1OC (configuration not stated)	88	85	91	95	82	100	91	94
Cn1c2ccccc2c2c3c(=O)[nH]c(N)nc3c3c4ccccc4n(CCCCCC#N)c3c21	·	49	74	105	35	49	·	105
Oc1cccc(-c2nc(-c3n[nH]c(=S)o3)cc3c2[nH]c2ccccc23)c1	98	111	109	92	105	101	88	118
C=CCNc1nnc2n(Cc3ccccc3)c(=O)c3c4c(sc3n12)CCCC4	54	28	79	82	19	79	62	66
CC(=O)c1ccc(NC(=O)CSc2nc3[nH]c(=O)n(C)c(=O)c3[nH]2)cc1	107	105	·	106	111	95	98	97
COc1cc(Cl)cc(-c2nn(C(=O)NCCN3CCN(C)CC3)cc2-c2ccncc2)c1	·	86	82	54	70	95	89	85
Cc1ccc(-c2cnc3sc(C(=O)NN)c(C)n23)cc1	107	103	102	102	95	92	93	102
ON=C1CCCCCCC1	103	100	109	110	102	94	100	105
CCNC12CCCCC1(O)Oc1ccccc12 (configuration not stated)	109	101	95	99	·	93	100	96
CCOC(=O)c1cc(OC(C)=O)c2ccc(OC)c(OC)c2c1	96	91	94	127	79	90	100	87
O=C1/C(=C\c2ccc[nH]2)c2ccccc2N1c1ccccc1	94	102	91	84	139	19	99	0.8*
C[C@H]1[C@H]2C3=CC[C@@H]4[C@@]5(C)CC[C@H](NCO)C(C)(C)[C@@H]5CC[C@@]4(C)[C@]3(C)CC[C@@]2(CO)CC[C@@H]1C	71	82	28	109	23	54	97	90
CCOc1ccc(NC(=O)CSc2nn3c(=O)c(C(C)(C)C)nnc3s2)cc1	82	78	90	104	·	100	81	106
CC1(C)CC(=O)c2c(nn(-c3ccc(Br)cc3)c2-c2cn(-c3ccccc3)nc2-c2ccccc2)C1	90	86	94	92	111	79	93	105
CCn1cc(CNc2ccc(C(=O)Nc3cc4cc(OC)c(OC)cc4c(C)n3)cc2)cn1	35	35	31	80	12	47	17	42
Nc1nc(C(=O)NNC(=O)Nc2ccc(Cl)cc2)nn1-c1ccc(S(N)(=O)=O)cc1	100	117	106	127	100	106	104	96
C#CCn1c(-c2cc(OC)c(OC)cc2Br)nc(-c2ccccc2)c1-c1ccccc1	49	32	15	46	16	19	39	5.1*
O=C1CCC(Nc2ccc(F)cc2)N1 (configuration not stated)	100	92	92	112	96	98	90	108
CC1(C[N+](=O)[O-])CCCC(=O)C1 (configuration not stated)	98	103	103	113	104	102	95	·
COc1ccc(-c2cc(=O)c3c(O)cc(O)cc3o2)cc1	87&88	86&76	92	91&113	69&60	106&117	87&94	96&121
O=C(c1ccc(-n2c(=O)[nH]c3ccccc3c2=O)cc1)N1CCCCC1	124	·	·	91	·	97	105	84
NNS(=O)(=O)c1ccc(C(=O)O)cc1	101	94	94	106	88	108	·	119
O=C(O)C1Oc2ccccc2C1c1ccccc1 (configuration not stated)	107	105	106	96	93	99	106	118
COc1ccc(-c2noc(N)c2-c2cc(OC)c3c(c2)OCO3)cc1	7.7*	18	2.6*	48	-26*	19	5.3*	26
Cc1ccc(Cc2c(C=O)nc(N)[nH]c2=O)c2ccccc12	100	87	107	107	63	103	80	106
O=C(NO)c1ccc(CNc2nc(-c3ccccc3)c3ccccc3n2)cc1	11	12	9.8*	-22*	16	7.9*	15	-1.0*
CC(C)(Sc1cc(C(C)(C)C)c(O)c(C(C)(C)C)c1)Sc1cc(C(C)(C)C)c(OC(=O)CCC(=O)O)c(C(C)(C)C)c1	30	73	69	58	79	36	36	47
ClC1=C2NC=NC2n2c(nnc2-c2ccc(Cl)cc2)N1 (configuration not stated)	89	100	91	96	92	86	100	92
COc1ccc(C(=O)c2cc(C)c(OC)c(C)c2)c(OC)c1OC(=O)C(Cl)Cl	23	21	8.4*	19	16	12	11	11
O=C(Nc1ccc(F)cc1)Nc1cccc2ccccc12	85	71	77	91	80	73	105	60
